AHR act – activates the human aryl hydrocarbon receptor. 320,000 compounds, 2.5% hits. P35869. AHR-responsive luciferase reporter cells, luminescence. AID 2796. activation, % at 5 µM; in the data active means activation above about 47%;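 further: 0% = vehicle wells and 100% = reference agonist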
LAP4 TOR yeast – alters LAP4-GFP fluorescence in TOR pathway yeast screen; S. cerevisiae LAP4-GFP multiplex, flow cytometry GFP, 3 h; median GFP as percent of DMSO wells; GFP response vs DMSO, % at 10 µM; 320,000 compounds, 0.34% hits; AID 2023;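 active means GFP response vs DMSO above a set limit, about the screen mean plus 3 SD, cut at about 150% in these data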
ZTA DNA inh – counter-screen for EBNA-1 inhibitors: inhibitors of Epstein-Barr virus ZTA. P03206. ZTA-DNA binding, fluorescence polarization. inhibition, % at 11 µM. 320,000 compounds, 0.15% hits; in the data active means inhibition above about 33%
proCasp7 act – counter-screen: procaspase-7 (human) activation; recombinant procaspase-7, Ac-DEVD-pNA absorbance 405 nm; D23A/D198A/D206A triple mutant, cannot self-cleave; scale: DMSO 0, 5 µM enzyme 100; activation, % at 8.5 µM; 330,000 compounds, 0.093% hits; AID 463210;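 active means percent activation above the screen-wide mean plus 3 SD, cut at about 25% in these data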
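Assay system: Uncleavable procaspase-7 mutant enzyme; Input: 2 µM procaspase-7 mutant as dispensed; Also added: DEVD-pNA substrate; Medium: Zinc-free HEPES pH 7.4 with 300 mM NaCl, 0.01% Triton X-100; Timing: 1 h compound preincubation, 2 h substrate cleavage, 25 °C; Measured by: Epi-absorbance of released pNA at 405 nm, two timepoints.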
procasp3 activ – activates human procaspase-3; AID 463141; recombinant procaspase-3 D3A, Ac-DEVD-pNA absorbance 405 nm; 330,000 compounds, 0.11% hits; activation, % at 8.5 µM; P42574;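 active means activation above the mean of all tested compounds plus 3 SD, cut at about 21% in these data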;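 further: 0% = DMSO alone and 100% = DMSO wells spiked with extra 5 µM PC-3 D3A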
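Technique: 405 nm absorbance of p-nitroaniline, reads at 0 and 120 min; Test system: Procaspase-3 D3A mutant; Incubation: 1 h enzyme-compound preincubation, then 2 h substrate reaction, 25 °C; Repeats: singlicate, each compound tested once; Benchmarks: low control DMSO wells, high control DMSO plus 5 µM PC-3 D3A.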
MEP2-GFP yeast – alters MEP2-GFP fluorescence in TOR pathway yeast screen. GFP response vs DMSO, % at 10 µM. AID 2016. S. cerevisiae MEP2-GFP strain, flow cytometry GFP, 3 h; 100% = DMSO control level. 330,000 compounds, 0.51% hits;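 active means GFP response versus DMSO above a set limit, roughly screen mean plus 3 SD, cut at about 180% in these data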;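 further: median GFP fluorescence of the barcode-gated MEP2-GFP cells per well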
EBNA-1 inh – blocks EBNA-1 binding to DNA. inhibition, % at 14.8 µM. 300,000 compounds, 0.34% hits. EBNA-1 DNA binding, fluorescence polarization. AID 1950; in the data active means inhibition above about 28%
RPL19A TOR yeast – alters RPL19A-GFP fluorescence in TOR pathway yeast screen; S. cerevisiae RPL19A-GFP strain, flow cytometry, 3 h; active compounds read low; percent response vs DMSO, % at 10 µM; 330,000 compounds, 0.3% hits; AID 2025;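 active means percent response vs DMSO below 50%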;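 further: median channel GFP fluorescence of the barcoded RPL19A-GFP strain; ratio of sample median GFP to plate DMSO average so 100% = DMSO; lower means less RPL19A-GFP as with rapamycin TOR inhibition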
Numbers without * were called inactive; . = not tested or not shown; [ ] = remark or other dose.

The line under a structure holds: AHR act	LAP4 TOR yeast	ZTA DNA inh	proCasp7 act	procasp3 activ	MEP2-GFP yeast	EBNA-1 inh	RPL19A TOR yeast
Brc1ccccc1C1=Nn2c(nnc2-c2ccccc2)SC1
→ 29	99	-10	-7	8	105	-4	99
CC(C)OCCCNC(=O)CN1C(=O)CC(C)(C)S(=O)(=O)c2ccccc21
→ 0	107	6	7	5	111	-2	102
O=c1oc(-c2ccccc2Br)nc2ccccc12
→ 0	111	-16	10	1	97	0	101
CCOC(=O)N/N=C(\c1ccccc1)C(O)c1ccccc1 (stereo unspecified)
→ 2	89	-10	1	5	103	0	95
CCc1nnnn1-c1ccc([N+](=O)[O-])cc1C
→ 0	95	-10	8	4	98	-2	92
COCCCN1C(=O)c2ccc(C(=O)Nc3ccccc3OC)cc2C1=O
→ 67*	107	20	0	8	102	0	98
O=C(O)C1C2C=CC(C3CC23)C1C(=O)N1CCc2ccccc21 (stereo unspecified)
→ 10	93	-5	5	6	95	-1	101
CCOC(=O)N1CCN(C(=O)C2CCCN(S(=O)(=O)c3c(C)cc(C)cc3C)C2)CC1 (stereo unspecified)
→ 2	83	16	10	0	102	8	109
CCC1(CC)C(=O)C2=C3C1[C@H](C(=O)OC)C=C(C(=O)OC)C[C@H]3[C@H]1C(=O)N(CC(=O)OC)C(=O)[C@H]1[C@H]2C (stereo partly specified)
→ 2	105	17	5	-2	95	6	100
CCn1c(=O)c(C(=O)NNC(=O)Cc2ccccc2)c(O)c2ccccc21
→ 5	92	-8	3	5	101	7	104
Cc1ccc(OCC(=O)NNC(=S)NC(=O)C(C)(C)C)c(Br)c1
→ 1	113	-8	-7	1	104	2	99
COc1ccccc1-c1nnc(SCC(=O)NC2CCS(=O)(=O)C2)n1CCc1ccccc1 (stereo unspecified)
→ 6	97	-16	13	3	106	10	105
CC(C)(C)c1ccc(C(=O)NCC(=O)OCC(=O)Nc2ccc3c(c2)OCCO3)cc1
→ -1	89	3	-8	2	100	-7	100
Cc1ccc(C)c(N=C2CCCN2Cc2ccccc2)c1C#N
→ 0	90	9	1	-1	94	8	102
OCCNc1nc(NCc2ccccc2)c2ccccc2n1
→ 7	99	8	13	-4	98	-4	96
CCN(CC)CCNC(=O)c1ccc(NC(=O)c2cccc(-n3cnnn3)c2)cc1
→ -2	101	-13	1	8	97	-5	93
O=C(N/N=C/c1ccoc1)c1ccccc1F
→ 3	112	-4	10	-3	103	-3	109
CCn1c(C)nc2cc(C(=O)NNC(=O)[C@@H](NC(=O)c3cc(OC)cc(OC)c3)C(C)C)ccc21
→ 0	131	.	12	9	114	.	105
COc1ccc2cnn(-c3ccccc3)c(=O)c2c1OC
→ -1	102	-18	4	5	98	-3	103
CCOC(=O)C1CCN(C(=O)CCC(=O)NCCc2ccc(Cl)cc2)CC1
→ 0	85	-3	3	-2	93	-13	94

Complete entries as entered above. Screens in order: AHR act, LAP4 TOR yeast, ZTA DNA inh, proCasp7 act, procasp3 activ, MEP2-GFP yeast, EBNA-1 inh, RPL19A TOR yeast
Record of Cc1ccc(C)c(N=C2CCCN2Cc2ccccc2)c1C#N : 0, 90, 9, 1, -1, 94, 8, 102
Record of COc1ccccc1-c1nnc(SCC(=O)NC2CCS(=O)(=O)C2)n1CCc1ccccc1 (stereo unspecified) : 6, 97, -16, 13, 3, 106, 10, 105
Record of Cc1ccc(OCC(=O)NNC(=S)NC(=O)C(C)(C)C)c(Br)c1 : 1, 113, -8, -7, 1, 104, 2, 99

(continued)
The line under a structure holds: AHR act	LAP4 TOR yeast	ZTA DNA inh	proCasp7 act	procasp3 activ	MEP2-GFP yeast	EBNA-1 inh	RPL19A TOR yeast
COc1ccc(S(=O)(=O)Nc2nc3ccccc3nc2Nc2ccc3c(c2)OCO3)cc1
→ 1	93	11	0	0	103	0	103
CCOC(=O)c1ccc(S(=O)(=O)N2CCN(C(=O)c3nn(C)c(=O)c4ccccc34)CC2)cc1
→ -1	89	-36	-9	-7	97	-4	100
Fc1ccc(-c2csc3ncnc(N4CCc5ccccc5C4)c23)cc1
→ 0	108	-10	-5	-4	121	-12	102
CCc1[nH]nc(C(=O)N2CCCC(Nc3ccc(C(C)C)cc3)C2)c1C (stereo unspecified)
→ 9	96	5	4	-5	102	-1	104
C/C(=N\NC(=O)c1c(-c2ccccc2Cl)noc1C)c1cccc(NC(=O)C(C)C)c1
→ 7	92	1	3	-4	98	0	113
c1ccc(Oc2cccc(CN3CCOCC3)c2)cc1
→ -2	96	-18	6	9	101	-2	97
Cc1cccn2c(=O)c3cc(C#N)c(=NC(=O)c4ccccc4)n(Cc4ccco4)c3nc12
→ 5	96[may fluoresce violet]	5	-31	-20	257*[may fluoresce violet]	5	44*[may fluoresce violet]
Cc1ccc(OCCCCNC2CCCCC2)c(C)c1
→ 2	90	-6	-6	-7	106	4	103
COC(=O)c1[nH]c2cccc(OC)c2c1NC(=O)CCN1CC(C)CC(C)C1 (stereo unspecified)
→ 4	100	-16	10	-2	112	6	105
C[n+]1ccccc1C1CCCC/C1=N\NC(N)=S (stereo unspecified)
→ 1	94	8	-5	0	103	12	104
CCOc1ccc2c(c1)S/C(=C\c1cccs1)C(=O)N2
→ 18	105	13	-4	-1	96	8	98
CC1CCN(C(=O)CCc2nnc3ccc(NCCCN4CCCC4=O)nn23)CC1
→ 0	108	-15	6	-2	103	-13	104
CCOC(=O)c1c(NC(=O)Cn2c(C)nc3ccccc32)sc2c1CCC2
→ -1	98	-9	1	4	99	1	102
CC(=O)N/C(=C\c1ccc(C)cc1)C(=O)O
→ -4	85	-16	14	4	100	5	100
Cc1cccc(N(Cc2ccccc2)C(=O)CN2C(=O)NC3(CCCCC3C)C2=O)c1 (stereo unspecified)
→ 2	97	-14	2	-5	102	.	95
COc1ccc(C2CC(c3ccc(C)cc3)Nc3ncnn32)cc1 (stereo unspecified)
→ 3	104	1	5	-1	97	-5	97
c1ccc(Sc2ncccn2)nc1
→ -1	113	-5	-3	-2	98	-3	101
CCOc1ccc(C(=O)CCC(=O)N(CC)CC(=O)NCc2cccs2)cc1
→ 4	107	7	1	9	101	-7	100
Cn1c(CNC(=O)CNC(=O)c2ccc(C(C)(C)C)cc2)cc(=O)n(C)c1=O
→ 0	83	12	5	7	91	-3	90
COc1ccc2c(c1)c1nc3ccccc3nc1n2CCCN1C(=O)c2ccccc2C1=O
→ 4	106	0	-2	10	101	1	101
CC1CCN(C(=O)CSc2nnc(-c3ccncc3)n2C)CC1
→ 0	103	0	0	-6	104	6	103
COc1cc2c(cc1OC)CC(C(=O)NCc1ccccc1)NC2 (stereo unspecified)
→ 1	97	-15	10	-4	108	-13	105
CCOCCCn1cc(C(=O)c2cc(Br)ccc2O)cc(C#N)c1=O
→ 2	101	-9	10	-2	104	4	97
O=C(/C=C/c1ccccc1Cl)OCC(=O)c1ccc[nH]1
→ 1	127	1	-1	-2	101	.	96
Cc1nn(-c2ccc(Cl)c(Cl)c2)c(C)c1C(=O)O
→ 0	98	9	-1	2	98	-1	97
COc1cc(C)ccc1OCCOc1ccccc1Cl
→ -2	106	16	-9	-7	96	-5	98
CCc1ccc(C2C(C#N)=C(N)N(N(C)C)C3=C2C(=O)CCC3)cc1 (stereo unspecified)
→ 7	94	-8	10	-1	107	-6	103
COc1cc(SC)ccc1C(=O)Nc1ccc2c(c1)CCN2S(C)(=O)=O
→ -6	90	2	-5	1	96	13	99
CN(C)CCNC(=O)CCCNC(=O)Cn1cnc2sc3c(c2c1=O)CCCC3
→ -2	100	3	9	0	113	14	98
O=C(O)c1cccc(-c2nnn(Cc3ccccc3Cl)n2)c1
→ -4	98	0	5	3	100	4	100
Cc1ccc(C(=O)Oc2cccc(-n3cnnn3)c2)cc1
→ 1	98	12	2	2	100	-4	108
CC1(c2nnc(-c3ccccc3)o2)CC(c2ccc(Cl)cc2)=NO1 (stereo unspecified)
→ 5	118	4	-2	-5	95	5	101
NC(=O)CSc1nnnn1CC(CC(=O)O)c1ccccc1 (stereo unspecified)
→ -2	96	0	3	1	94	0	94
O=C(CCC(=O)Nc1cc(C(F)(F)F)ccc1Cl)N/N=C\c1cc([N+](=O)[O-])ccc1O
→ 2	86	9	-15	3	100	25	104
Cc1noc(C)c1S(=O)(=O)N(CC(=O)NCc1ccc(F)cc1)c1ccc(C(C)C)cc1
→ 5	95	-11	4	-3	110	5	101
CCOc1ccc(-c2nc(-c3ccncc3)no2)cc1OCC
→ 19	94	-2	3	-13	98	2	91
CCCn1nnnc1SCC(=O)NNC(=O)c1ccco1
→ 1	100	4	-3	2	99	4	92
Cc1sc2nc(SCC(=O)Nc3ccc(S(N)(=O)=O)cc3)[nH]c(=O)c2c1C
→ 4	72	12	-3	8	103	4	108
CCOC(=O)/C(C#N)=N/Nc1c(S(=O)(=O)Cc2ccco2)csc1C(=O)OC
→ 1	116	-2	-7	-4	109	-1	103
CN(CC(=O)Nc1ccc(Cl)c(S(=O)(=O)N2CCOCC2)c1)C(=O)c1cccs1
→ 2	91	-15	-12	-2	91	.	92
Cc1cccc(NC(=O)CSc2nnc(CSc3nc(C)cc(C)n3)o2)c1
→ 6	101	15	3	6	98	13	102
COc1cccc(C(=O)Nc2cc3c(cc2N2CCCC2)n(C)c(=O)n3C)c1
→ 13	98	-4	10	0	100	-4	97
Cc1ccc(C)c(CN2C(=O)CSc3ccc(C(=O)NCC(C)CN4CCC(C)CC4)cc32)c1 (stereo unspecified)
→ 6	97	18	4	5	102	-10	102
COc1ccccc1CN(C)C(=O)c1cccc(S(=O)(=O)N2CCCc3ccccc32)c1
→ 5	100	21	-1	6	97	.	102
Cc1nc(SCC(=O)c2cccc([N+](=O)[O-])c2)n[nH]1
→ 4	100	-3	-7	-4	105	-14	106
CC(=O)Nc1cccn(Cc2c(Cl)cccc2Cl)c1=O
→ 5	101	4	3	-4	107	-22	100
CC(NC(=O)c1cccc(OC2CCN(C(=O)C3CC3)CC2)c1)c1ccc(F)cc1 (stereo unspecified)
→ 1	82	-13	-4	4	97	-1	108
Cc1cccc(NC(=O)C(C)SCc2nc3sc4c(c3c(=O)[nH]2)CCCC4)n1 (stereo unspecified)
→ 3	104	-6	4	-11	98	6	92
COC(=O)c1ccccc1NC(=O)Nc1cc(C)ccn1
→ 9	97	19	3	9	97	-10	99
CCC1=NC(c2ccccc2OC)N(O)C1(C)C (stereo unspecified)
→ 0	96	14	4	0	97	2	93

Other entries
The line under a structure holds: AHR act	LAP4 TOR yeast	ZTA DNA inh	proCasp7 act	procasp3 activ	MEP2-GFP yeast	EBNA-1 inh	RPL19A TOR yeast
Cc1cc(C)n(C(=O)COc2ccc([N+](=O)[O-])cc2)n1
→ 4	85	-7	-5	6	102	0	100
COc1cc(/C=C2\CC/C(=C\c3cc(OC)c(OC)c(OC)c3)C2=O)cc(OC)c1OC
→ 1	98	-6	1	2	98	-5	104
CCOC(=O)c1cc(NC(=O)Nc2cc(C)ccn2)c(C)nc1C
→ 3	107	13	4	-6	106	6	98
COc1cccc(N(Cc2nnc3n2CCCCC3)C(=O)Nc2ccccc2F)c1
→ 8	99	-1	2	-1	95	-3	103
Cc1ccc(S(=O)(=O)NCCC(=O)Nc2nnc(C)s2)cc1
→ 0	93	7	-1	1	101	0	100
Cc1ccc(NC(=O)COC(=O)C2CC2)c(Br)c1
→ 2	98	-8	-3	5	103	-3	105
CN(C)S(=O)(=O)c1cccc(COc2ccccc2C(=O)Nc2ccccc2)c1
→ -4	105	-6	5	1	102	-4	105

An excerpt from above, reduced to RPL19A TOR yeast:
compound,RPL19A TOR yeast
COCCCN1C(=O)c2ccc(C(=O)Nc3ccccc3OC)cc2C1=O,98
C[n+]1ccccc1C1CCCC/C1=N\NC(N)=S (stereo unspecified),104
